Diaph inh CS – diaphorase inhibition or chemical oxidation counter-screen; diaphorase resazurin-to-resorufin fluorescence, NADH, 16 min; bacterial (C. kluyveri) enzyme, not human; inhibition, % at 20 µM; hit rate 0.69% among 190,000; AID 1217;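 active = primary screen inhibition at 20 µM above a set limit, cut at about 50% in these data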;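 also: plate controls were DMSO with full reaction for no effect and wells lacking NADH for full effect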
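System: Bacterial diaphorase enzyme (C. kluyveri) | Incubation: 16-min room-temperature incubation before reading | Benchmarks: No-NADH positive control and DMSO neutral control | Measured by: Resorufin fluorescence 544/590 nm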
PPARg SRC3 recr – promotes SRC-3 coactivator recruitment by human PPARgamma; hit rate 0.26% among 200,000; AID 731; biochemical PPARgamma/SRC-3 coactivator recruitment assay; activation, % at 8 µM; in the data active = activation above about 23%;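 also: 0% = DMSO and 100% = reference agonist; some compounds past the cut are filed as inactive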
PPARg SRC1 recr – agonists of human PPARgamma SRC-1 coactivator recruitment; activation, % at 8 µM; P37231; PPARgamma-SRC-1 coactivator recruitment biochemical assay; AID 631; hit rate 0.41% among 200,000; in the data active = activation above about 19%;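 also: 0% = DMSO and 100% = reference agonist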
Diaphorase act – counter-screen for diaphorase-based assays: diaphorase activators and chemical reducers | hit rate 0.005% among 190,000 | Diaphorase/resazurin coupled assay, resorufin fluorescence, 16 min; active compounds read high; 1 = vehicle wells, 0 = NADH-free wells | activation factor at 20 µM;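 active = diaphorase activity raised at least twofold by the compound at 20 µM; inactive = activation factor below 2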
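Assay system: Purified diaphorase enzyme from Clostridium kluyveri | Amount: Enzyme 0.07 U/mL final | Dosing: Compound 20 µM once, DMSO 1% | Timing: 16 min reaction at room temperature | Detection: Fluorescence, excitation 544 nm and emission 590 nm | Evaluation: Higher resorufin formation from activation or reduction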
PMI activator – increases human mannose-6-phosphate isomerase activity; P34949; purified human PMI, coupled resazurin fluorescence, 20 min; active compounds read high; 1 = vehicle control, 0 substrate-free wells; activation factor at 20 µM; hit rate 0.005% among 190,000;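 active = activation factor of 2 or more at 20 µM, relative to plate controls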
Target sequence (P34949 whole entry, looked up): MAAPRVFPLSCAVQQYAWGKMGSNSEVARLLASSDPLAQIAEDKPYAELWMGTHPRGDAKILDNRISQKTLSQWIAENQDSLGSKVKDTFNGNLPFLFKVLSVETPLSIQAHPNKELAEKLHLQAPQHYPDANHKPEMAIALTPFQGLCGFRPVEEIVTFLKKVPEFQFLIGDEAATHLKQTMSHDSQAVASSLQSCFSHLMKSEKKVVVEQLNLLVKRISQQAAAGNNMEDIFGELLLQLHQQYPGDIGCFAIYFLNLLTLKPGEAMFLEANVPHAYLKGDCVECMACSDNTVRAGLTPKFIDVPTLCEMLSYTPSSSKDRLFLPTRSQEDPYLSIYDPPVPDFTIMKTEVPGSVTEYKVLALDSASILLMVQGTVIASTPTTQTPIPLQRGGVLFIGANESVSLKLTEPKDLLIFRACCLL
G6PDH counter – L. mesenteroides G6PDH inhibition counter-screen | Purified L. mesenteroides G6PDH, diaphorase/resazurin coupled fluorescence, 45 min | inhibition, % at 5 µM | hit rate 0.12% among 200,000; in the data active = inhibition above about 50%
S1P3 antagonist – blocks the human S1P3 receptor. Q99500. CHO S1P3 NFAT-BLA reporter, FRET fluorescence, antagonist mode. inhibition, % at 4.98 µM. hit rate 0.27% among 170,000. AID 485;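 active = inhibition above the plate cutoff, the mean inhibition of test wells on that plate plus 3 SD, cut at about 28% in these data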;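 also: cells challenged with S1P at its EC80 of 0.8 µM; blue over green emission ratio from cleaved BLA substrate after 4 h stimulation; 0% = S1P-stimulated wells and 100% = unstimulated DMSO-only wells; some compounds past the cut are filed as inactive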
Target sequence (Q99500 whole entry, looked up): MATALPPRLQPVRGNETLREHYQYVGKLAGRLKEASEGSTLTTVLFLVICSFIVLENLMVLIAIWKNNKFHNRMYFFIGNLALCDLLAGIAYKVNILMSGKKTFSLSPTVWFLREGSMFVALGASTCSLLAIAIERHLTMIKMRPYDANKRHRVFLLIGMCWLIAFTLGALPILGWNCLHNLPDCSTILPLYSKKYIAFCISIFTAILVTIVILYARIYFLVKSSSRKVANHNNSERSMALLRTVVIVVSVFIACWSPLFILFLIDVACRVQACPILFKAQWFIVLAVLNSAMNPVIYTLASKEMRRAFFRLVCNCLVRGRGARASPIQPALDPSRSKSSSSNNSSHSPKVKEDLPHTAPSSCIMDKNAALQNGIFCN
ROMK mod – modulates human ROMK potassium channel activity. Tet-inducible ROMK, thallium flux fluorescence; actives lie on both sides. B-score at 10 µM. hit rate 2% among 130,000. AID 1918;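 active = signal ratio slope over the read window, or its plate-corrected B-score, at least 3 SD from the plate mean, either direction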;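 also: B-score of the F/F0 ratio slope over 7 to 12 s after thallium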
PMI act satM6P – PMI (human) activation, high substrate. P34949. coupled PMI enzyme assay, resazurin fluorescence, 20 min; active compounds read high; 1 = untreated enzyme, 0 = substrate-free blank. activation factor at 20 µM. hit rate 0.34% among 190,000;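 active = activation factor of 2 or more at 20 µM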
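Test system – human PMI in coupled enzyme assay · Timing – 20 min incubation at room temperature · Detection – Diaphorase-driven resazurin-to-resorufin fluorescence, excitation 544, emission 590 nm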
PPARg SRC-2 ag – promotes SRC-2 coactivator recruitment by human PPARgamma | P37231 | PPARgamma LBD-SRC-2 recruitment, biochemical | activation, % at 8 µM | hit rate 0.34% among 200,000; in the data active = activation above about 22%;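 also: 0% = vehicle and 100% = reference agonist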
TR-FRET SRC-2 ct – flags TR-FRET format artefacts in PPARgamma SRC-2 recruitment agonist screen. TR-FRET artefact counter-screen; active compounds read high. TR-FRET ratio at 8 µM. hit rate 0.4% among 200,000. AID 1049; in the data active = TR-FRET ratio above about 2000; also: inactives centre near 1500
Numbers without * were called inactive; . = no result given.

Sample of the layout, 5 compounds:
SMILES	Diaph inh CS	PPARg SRC3 recr	PPARg SRC1 recr	Diaphorase act	PMI activator	G6PDH counter	S1P3 antagonist	ROMK mod	PMI act satM6P	PPARg SRC-2 ag	TR-FRET SRC-2 ct
Cc1ccccc1OCCCC(=O)Nc1nccs1	13	15	2	0.9	0.9	2	.	0.17	1	0	1707
CCCCCCNC(=O)C(C#N)c1nc2ccccc2nc1N1CCOCC1 (stereo not given)	20	1	-2	0.8	0.9	2	-11	.	0.9	15	1779
N#Cc1c(NC(=O)C2CC(Cl)=CCC2C(=O)O)sc2c1CCCC2 (stereo not given)	-8	0	4	1.1	1	14	-2	-0.27	1	-6	1476
Cc1ccc(C(=O)Nc2cccc(N(C)S(C)(=O)=O)c2)cc1S(=O)(=O)Nc1ccccc1	24	-2	4	0.8	0.9	2	.	.	0.9	-6	1609
CCn1ccnc1CN1CCCC(C(=O)c2ccc3cc(OC)ccc3c2)C1 (stereo not given)	23	3	3	0.8	0.8	5	3	-2.1	0.9	11	1620

The listing, previewed entries included:
SMILES	Diaph inh CS	PPARg SRC3 recr	PPARg SRC1 recr	Diaphorase act	PMI activator	G6PDH counter	S1P3 antagonist	ROMK mod	PMI act satM6P	PPARg SRC-2 ag	TR-FRET SRC-2 ct
Cc1ccccc1OCCCC(=O)Nc1nccs1	13	15	2	0.9	0.9	2	.	0.17	1	0	1707
CCCCCCNC(=O)C(C#N)c1nc2ccccc2nc1N1CCOCC1 (stereo not given)	20	1	-2	0.8	0.9	2	-11	.	0.9	15	1779
N#Cc1c(NC(=O)C2CC(Cl)=CCC2C(=O)O)sc2c1CCCC2 (stereo not given)	-8	0	4	1.1	1	14	-2	-0.27	1	-6	1476
Cc1ccc(C(=O)Nc2cccc(N(C)S(C)(=O)=O)c2)cc1S(=O)(=O)Nc1ccccc1	24	-2	4	0.8	0.9	2	.	.	0.9	-6	1609
CCn1ccnc1CN1CCCC(C(=O)c2ccc3cc(OC)ccc3c2)C1 (stereo not given)	23	3	3	0.8	0.8	5	3	-2.1	0.9	11	1620
O=C(CSc1nnc(C2CCCCC2)o1)N1CCCCC1	9	-2	5	0.9	1	-2	-14	-0.025	1	-8	1516
COc1ccc(CN(C)CC(=O)Nc2cc3oc4ccccc4c3cc2OC)c(OC)c1	1	-3	-1	1	0.9	-2	-3	.	0.9	-2	1519
NC(=O)c1c(NC(=O)c2ccc(S(=O)(=O)N3CCOCC3)cc2)sc2c1CCCCC2	13	1	-5	0.9	0.9	-7	-12	.	0.9	-10	1590
COc1cc(CNc2nc3ccccc3[nH]2)cc(OC)c1OC	10	0	8	0.9	1.2	10	-14	-0.64	1.2	7	1595
O=C1C(=O)N(CCCn2ccnc2)C(c2ccccn2)/C1=C(/O)c1ccccc1 (stereo not given)	12	.	.	0.9	1.1	-1	.	0.29	1.1	.	.
CC(C)Oc1cccc(C(=O)NC(=S)Nc2ccc(Cl)c(C(=O)O)c2)c1	33	-1	3	0.7	1.1	7	.	.	1.1	-4	1293
CCOC(=O)c1c(NC(=O)c2ccnn2C)sc(C)c1C	-2	0	8	1	1.1	2	.	.	1.1	10	1425

Random excerpt: two compounds from above
SMILES	Diaph inh CS	PPARg SRC3 recr	PPARg SRC1 recr	Diaphorase act	PMI activator	G6PDH counter	S1P3 antagonist	ROMK mod	PMI act satM6P	PPARg SRC-2 ag	TR-FRET SRC-2 ct
CC(C)Oc1cccc(C(=O)NC(=S)Nc2ccc(Cl)c(C(=O)O)c2)c1	33	-1	3	0.7	1.1	7	.	.	1.1	-4	1293
O=C(CSc1nnc(C2CCCCC2)o1)N1CCCCC1	9	-2	5	0.9	1	-2	-14	-0.025	1	-8	1516

The listing continues:
SMILES	Diaph inh CS	PPARg SRC3 recr	PPARg SRC1 recr	Diaphorase act	PMI activator	G6PDH counter	S1P3 antagonist	ROMK mod	PMI act satM6P	PPARg SRC-2 ag	TR-FRET SRC-2 ct
CN1C2C=C3C(C#N)=C(N)C(C#N)(C#N)[C@@H](c4cccs4)C3C1CC2 (stereo not given in full)	23	6	3	0.8	0.7	14	.	-1.2	0.7	10	1587
CCOc1ccc(-c2nnc(-c3ccccc3)o2)cc1	2	9	2	1	1	7	.	.	1	0	1498
CCCC(=O)N1CCN(c2ccc(NC(=O)c3cc4ccccc4o3)cc2Cl)CC1	-2	-3	-2	1	0.9	-32	5	.	1	1	1568
CCOc1ccc(S(=O)(=O)Nc2cccc(N(C)S(C)(=O)=O)c2)cc1	-2	-8	0	1	1	6	.	-1.8	1	6	1487
Cn1c(CN2CCOCC2)nc2cc(NC(=O)COc3ccc([N+](=O)[O-])cc3)ccc21	-4	5	-1	1	1	0	-12	-1	1	1	1493
COCCOC(=O)C1=C(C)N=C2SCCC(=O)N2C1c1ccc(C(=O)OC)cc1 (stereo not given)	6	0	0	0.9	1	16	.	0.76	1	-2	1414
O=C(Nc1ccc2c(c1)nc1n2CCN(Cc2ccccc2)C1)NC1CCCCC1	17	-2	-5	0.8	1.2	26	.	.	1.4	3	1591
CC(C)CCN1CCN(Cc2nc(-c3ccc(F)cc3)cs2)CC1CCO (stereo not given)	-8	-3	5	1.1	0.9	8	11	.	1	0	1541
O=C(N1CCOCC1)N1CCN(CC(O)COc2ccc3ccccc3c2)CC1 (stereo not given)	3	2	-2	1	1	4	-8	.	1	1	1499
CCOc1ccc(N2C(=O)/C(=C/c3ccc(C)o3)N(C)C2=S)cc1	18	3	-3	0.8	0.8	3	-1	0	0.6	6	1606
CC(NC(=O)Nc1ccc(O)cc1)(C(F)(F)F)C(F)(F)F	28	17	1	0.7	0.8	6	.	0.61	0.5	5	1666
Cc1cccc(NC(=S)NNC(=O)c2sccc2C)c1	-8	8	2	1.1	1.2	1	.	0.44	1.2	10	1639
CC(=O)Nc1ccc(OC(F)(F)C(F)C(F)(F)F)c(NC(C)=O)c1 (stereo not given)	2	4	2	1	1.1	3	3	.	1.1	3	1532
CCOc1ccc(Cn2c3ccc(OC)cc3c3nc4ccccc4nc32)cc1OC	10	-2	-4	0.9	0.9	-21	8	.	1	2	1683
CN(C)CCN1C(=O)C(=O)/C(=C(/O)c2ccc(S(=O)(=O)N3CCOCC3)cc2)C1c1ccccc1 (stereo not given)	11	.	.	0.9	1.1	5	-34	.	1.1	.	.
Cc1nnc(SCC(=O)NNC(=O)c2ccc(Cl)cc2)n1CC1CCCO1 (stereo not given)	.	1	-5	.	.	5	-9	0.058	.	-7	1296
Cc1cc(C)nc(NC2=NCC(=O)N2c2ccc(Cl)cc2)n1	-2	2	-3	1	1	9	.	0.31	1	0	1381
Cc1cc(C)c(C(=O)/C=C/c2cccs2)c(=O)[nH]1	9	4	-5	0.9	1	6	-5	0.041	0.9	2	1613
CCCC(=O)N1CCN(c2ccc(NC(=O)c3cc4ccccc4o3)cc2)CC1	10	1	9	0.9	1	-38	-7	0.4	0.9	5	1582
CSc1ccc(C(=S)N2CCN(CCO)CC2)cc1	9	20	4	0.9	0.9	7	20	0.0087	1	8	1363
NNC(=O)COc1cccc(Oc2ccccc2)c1	9	1	2	0.9	1.1	3	16	0.73	1	-5	1577
O=C(c1ccco1)n1nc(-c2ccccc2)nc1NCc1ccco1	17	-2	8	0.8	0.8	5	18	-0.34	0.8	0	1691
O=C(NC1CC1)C1CCC(=O)N1C1CCCC1 (stereo not given)	5	8	3	1	0.8	8	-4	0.24	0.9	15	1661
Cc1cccn2c(=O)c(C=O)c(Sc3ncccn3)nc12	31	2	10	0.7	1.5	-1	2	.	1.4	-4	1747
COc1ccc(C(CNC(=O)c2ccc(C)c(S(=O)(=O)N3CCCCC3)c2)N(C)C)cc1OC (stereo not given)	1	3	-1	1	1	2	3	0.39	1	8	1774
CCN(CCNC(=O)C1CCN(S(=O)(=O)CC)CC1)c1ccccc1	9	9	7	0.9	0.9	-8	-15	-0.027	0.9	8	1576
CC12C(=O)N(c3cccc4cccnc34)C(=O)C1C1C=CC2C1 (stereo not given)	-12	-7	6	1.1	1.1	-2	-27	.	1.2	-9	1347
O=C(CSc1nnc(-c2ccncc2)o1)N1CCc2ccccc2C1	20	7	4	0.8	1	3	0	-0.066	0.9	-2	1730
CCOC(=O)Nc1ccc(NC(=O)c2ccccc2F)cc1	6	3	-2	0.9	1	0	-14	.	1	-3	1388
Cc1cc(/C=N/NC(=O)c2ccc(O)cc2)c(C)n1C1CC1	10	9	7	0.9	1	1	-1	-0.63	0.9	-1	1732
COc1cccc(-n2c(Cn3nc(C(F)F)cc3C(F)F)n[nH]c2=S)c1	17	0	5	0.8	1	-7	-11	0.87	1	3	1523
CCCCn1c(N)c(N(CCC(C)C)C(=O)CSc2nnc3ccccn23)c(=O)[nH]c1=O	3	0	3	1	0.9	13	-19	-1.1	1	0	1489
COc1cc(C2Nc3cc(Cl)c(S(N)(=O)=O)cc3S(=O)(=O)N2)ccc1OCc1ccccc1 (stereo not given)	15	13	3	0.9	0.9	4	.	-0.21	0.9	2	1623
C=CCn1cc([N+](=O)[O-])nc1C	3	0	2	1	1.2	12	-7	0.8	1.2	3	1420
CCCNS(=O)(=O)c1ccc(CCC(=O)N2CCCC2)cc1	11	0	11	0.9	0.9	6	-17	0.96	1	6	1497
CN1C(=O)SC(Nc2ccc(F)cc2)C1=O (stereo not given)	-4	4	5	1	1	2	6	.	1	11	1443
Cc1cc(C(=O)CCl)c(C)n1-c1cccc(S(=O)(=O)N2CCOCC2)c1	10	1	-5	0.9	1.2	6	-8	-0.032	1.4	-7	1410
O=C(c1ccc2c(c1)OCO2)C1CCCN(Cc2cccn2-c2cccnc2)C1 (stereo not given)	-6	2	1	1.1	1	6	-13	-0.7	1	5	1556
CCN(CC(=O)Nc1ccc(Br)c(C)c1)CC(=O)NC(C)C	9	3	9	0.9	1	5	6	-1.9	1	-1	1587
CCOC(=O)C1CCN(C(=O)N(C)C)CC1	-8	8	1	1.1	1	4	-7	.	1	7	1523
Cc1nnc(SCCn2c(N3CC(C)CC(C)C3)nc3c2c(=O)[nH]c(=O)n3C)s1 (stereo not given)	11	1	-1	0.9	0.9	3	-1	0.74	0.9	3	1341
O=C(c1ccco1)N1CCN(C(=O)N2CCCCC2)CC1	22	-1	-1	0.8	0.9	12	-24	0.041	0.9	6	1577
COc1ccc(-c2nn(-c3ccccc3)cc2/C=C(\C#N)S(=O)(=O)c2ccccc2)cc1OC	13	-4	10	0.9	0.9	8	-5	0.05	1	5	1607
CC12CCC(C(=O)Nc3cccc4ccccc34)(C1Br)C2(C)C (stereo not given)	13	-2	-6	0.9	0.9	-5	.	.	0.9	0	1377
COc1ccc(CCC(C)Nc2ccccc2F)cc1 (stereo not given)	8	-1	6	0.9	1.1	5	1	0.23	1.1	0	1592
O=C(NC(=S)Nc1ccccc1O)c1ccccc1Cl	4	4	9	1	1	6	-35	0.34	0.9	2	1509
O=C(NC1CC1)c1ccc2c(c1)C1C3CCC(C3)C1C(c1ccccc1)N2 (stereo not given)	17	2	6	0.8	0.9	6	13	-1.3	0.9	2	1643
O=C(Nc1c(-c2ccccc2)nc2ncccn12)c1cc2ccccc2oc1=O	-3	2	2	1	1.1	8	-4	-1.4	1.1	2	1505
